Assay outcomes as filed in PubChem.
PI4K2A inh: blocks human PI4K2A kinase activity; Q9BTU6; purified PI4K2A, ADP-Glo luminescence, 1 h; hits give low values; activity change, negative = inhibition, % at 76.9 µM; 420,000 compounds, 0.13% hits; AID 1346378; in the data active = activity change below about -50%; inconclusive = mostly about -30% to -49%;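 note: -100% = wells without enzyme as full effect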
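ADP-Glo luminescence measured ADP generated by PI4K2A enzyme (4 ug/mL before mixing) with 1.2 mM PI substrate (pre-mix) and 300 microM ATP (pre-mix). Tris pH7.5 buffer with MgCl2, Triton X-100; 1 h reaction at ambient temperature.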
GLS inh: inhibitors of human glutaminase (GLS); GLS enzymatic activity, qHTS titration; Potency, µM (series often up to 45.5 µM), for the others: at the highest dose activity change, negative = inhibition, hits mostly inhibitors; 410,000 compounds, 0.21% hits; note: potency is the fitted concentration of half-maximal effect; % is set by controls: 0 for no effect and ±100 for the full control effect
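Enzyme dispensed in phosphate buffer (45 mM, pH 8.2, 0.02% Tween-20), compounds pinned in, then 1 mM L-glutamine solution and the glutamate oxidase–HRP–Amplex Red mix added; fluorescence read immediately and again after 30 min at room temperature.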
JMJD2A Tudor inh: inhibitors of human JMJD2A Tudor domain | AlphaScreen JMJD2A-Tudor / H3K4me3 peptide binding | Potency, µM (series often up to 114 µM), inactives show at the top dose activity change, negative = inhibition, usual class: inhibitors | 390,000 compounds, 4.4% hits | AID 504339; note: potency is the fitted concentration of half-maximal effect; % is set by controls: 0 for no effect and ±100 for the full control effect; nearly all actives have a fitted effect of over 50% in size
PGK inhibitor: blocks T. brucei phosphoglycerate kinase; P07378; PGK/GAPDH coupled, Kinase-Glo luminescence, 60 min; Potency, µM (titrated, usually from 57.5 µM), for inactives: top-dose activity change, negative = inhibition, hits mostly inhibitors; 380,000 compounds, 0.043% hits; note: potency is the fitted concentration of half-maximal effect; % is set by controls: 0 for no effect and ±100 for the full control effect; nearly all actives have a fitted effect of over 60% in size
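Luminescent ATP detection (Kinase-Glo Plus) follows a 60-minute room-temperature incubation, with wells lacking PGK as controls. Buffer: 100 mM TEA (pH 7.6), 5 mM MgCl2, 0.01% Tween-20. Coupling enzyme GAPDH (100 nM final) supplies unstable 1,3-BPG in-well.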
Pin1 inhibitor: inhibitors of human Pin1; Pin1 FP peptide displacement, HiFluor488, 10 min; Q13526; Potency, µM (highest dose often 115 µM), for inactives: top-dose activity, negative = inhibition, actives largely listed as inhibitors; 390,000 compounds, 0.009% hits; active = well fitted inhibition curve with a large enough effect in the polarisation, with a control signal flat, not every such curve was filed as active; inconclusive = small, poorly fitted or top-dose-only effect, or effect the other way, or a change in a side signal; inactive = no such curve, though single readings can be large or run the other way; the % refers to the polarisation; note: potency is the fitted concentration of half-maximal effect; % is set by controls: 0 for no effect and ±100 for the full control effect
Target sequence (Q13526 whole entry, looked up): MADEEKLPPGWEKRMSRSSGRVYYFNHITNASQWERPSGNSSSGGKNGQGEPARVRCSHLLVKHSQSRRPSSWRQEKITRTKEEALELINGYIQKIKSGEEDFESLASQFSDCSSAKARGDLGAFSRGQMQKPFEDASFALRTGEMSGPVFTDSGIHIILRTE
HP1b binding inh: HP1-beta chromodomain-methylated histone interaction inhibition. P83916. AID 540317. Potency, µM (top dose mostly 114 µM), inactives show top-dose activity change, negative = inhibition, hits mostly inhibitors. AlphaScreen HP1-beta / biotin-H3K9me3 peptide binding. 390,000 compounds, 0.56% hits; note: potency is the fitted concentration of half-maximal effect; nearly all actives have a fitted effect of over 70% in size; inactives centre near 23
Target sequence (P83916 whole entry, looked up): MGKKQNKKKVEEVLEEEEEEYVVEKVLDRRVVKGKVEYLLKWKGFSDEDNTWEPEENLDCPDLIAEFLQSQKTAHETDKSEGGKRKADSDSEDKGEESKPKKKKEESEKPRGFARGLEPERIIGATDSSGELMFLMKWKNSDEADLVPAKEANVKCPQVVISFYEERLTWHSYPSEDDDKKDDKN
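Compound inhibition of the preformed complex between 50 nM HP1-beta and 50 nM biotinylated H3K9me3 peptide was read by AlphaScreen. Buffer was PBS pH 7.4 with 0.01% Tween-20. Incubations ran 30 min at room temperature, with 10 ug/mL donor/acceptor beads.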
Pol eta inh: inhibitors of human DNA polymerase eta. Q9Y253. recombinant Pol eta, fluorescent DNA replication assay. Potency, µM (series often up to 114 µM), for the others: at the top dose activity change, negative = inhibition, actives largely listed as inhibitors. 390,000 compounds, 1.2% hits. AID 588591; note: potency is the fitted concentration of half-maximal effect; % is set by controls: 0 for no effect and ±100 for the full control effect
Target sequence (Q9Y253 whole entry, looked up): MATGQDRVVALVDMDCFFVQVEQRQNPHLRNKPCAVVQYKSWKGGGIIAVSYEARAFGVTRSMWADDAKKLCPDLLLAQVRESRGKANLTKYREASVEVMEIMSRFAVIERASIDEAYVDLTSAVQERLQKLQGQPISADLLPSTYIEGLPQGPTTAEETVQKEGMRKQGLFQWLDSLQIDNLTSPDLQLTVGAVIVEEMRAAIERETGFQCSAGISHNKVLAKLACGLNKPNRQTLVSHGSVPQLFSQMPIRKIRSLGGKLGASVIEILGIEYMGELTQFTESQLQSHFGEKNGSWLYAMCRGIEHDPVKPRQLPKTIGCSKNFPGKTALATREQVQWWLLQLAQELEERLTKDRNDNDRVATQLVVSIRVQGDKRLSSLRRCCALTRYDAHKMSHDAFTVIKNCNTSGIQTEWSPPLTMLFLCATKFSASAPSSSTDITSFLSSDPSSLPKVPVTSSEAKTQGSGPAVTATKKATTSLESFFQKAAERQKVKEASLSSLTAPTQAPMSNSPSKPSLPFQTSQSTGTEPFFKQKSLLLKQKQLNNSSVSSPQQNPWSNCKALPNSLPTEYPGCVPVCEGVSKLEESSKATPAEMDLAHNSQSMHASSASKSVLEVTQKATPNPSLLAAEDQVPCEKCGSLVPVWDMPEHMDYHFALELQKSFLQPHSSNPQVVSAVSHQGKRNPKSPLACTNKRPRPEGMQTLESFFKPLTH
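Fluorescent replication assay: 50 nM final substrate added after a 15 min room-temperature compound preincubation with 10 nM enzyme. Signal taken at 0 min and again at 10 min.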
BAZ2B block: inhibitors of human BAZ2B bromodomain; Potency, µM (titrated, usually from 114 µM), without a hit: at the top dose activity change, negative = inhibition, actives largely listed as inhibitors; AlphaScreen BAZ2B-H3K14Ac peptide displacement; Q9UIF8; 360,000 compounds, 4.4% hits; note: potency is the fitted concentration of half-maximal effect; % is set by controls: 0 for no effect and ±100 for the full control effect; nearly all actives have a fitted effect of over 60% in size
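BAZ2B 50 nM plus b-H3(5-23)K14Ac 50 nM, PBS pH 7.4/0.01% Tween-20, 30 min RT; compound added (max 110 uM), 30 min RT; streptavidin donor/Ni-chelate acceptor beads 10 ug/mL final, 20 min dark; AlphaScreen read.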
G9a inh: G9a (human) methyltransferase inhibition; Q96KQ7; G9a H3K9 monomethylation, AlphaScreen, 2 h; Potency, µM (titrated, usually from 102 µM), without a hit: at the highest dose activity, negative = inhibition, usual class: inhibitors; 350,000 compounds, 8.8% hits; note: potency is the fitted concentration of half-maximal effect; % is set by controls: 0 for no effect and ±100 for the full control effect; nearly all actives have a fitted effect of over 75% in size
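Quantitative HTS format: methyltransferase activity on a biotin-tagged H3K9 peptide is measured by AlphaScreen, using a rabbit anti-monomethyl-H3K9 antibody with streptavidin donor and anti-IgG acceptor beads. Final levels are 20 nM enzyme, 500 nM peptide, 20 uM SAM; 2 h RT.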
Starred values were filed as active, the others as inactive; i = inactive; u = inconclusive; x = no result given; [ ] = dose if it differs, or a comment. Unless noted, calls come from the whole dose curve; as a rule, active = well fitted curve in the direction sought with a large enough effect; inconclusive = small, poorly fitted or top-dose-only effect, or another doubt; inactive = no such curve, though single readings can be large; an effect the other way counts as inactive or inconclusive. Only part of the results is shown; the hit share may differ from the screen's.

1. CC1CCCCC1NC(=O)CO/N=C/c1ccccc1OC(F)F (stereo not given)
2. COc1cccc(C(=O)NC2CCCc3c2cnn3-c2ccc(C)c(C)c2)c1OC (stereo not given)
3. COC(=O)c1scc(-c2ccccc2)c1S(=O)(=O)Nc1cccc(C)c1C
4. Cc1ccc(C)c(NC(=O)c2ccc3c(c2)N(Cc2ccc(F)cc2)C(=O)CS3=O)c1 (stereo not given)
5. Cc1ccc(NC(=O)CN2C(=O)S/C(=C\c3ccc(C(=O)O)cc3)C2=O)cc1
6. CCCCn1c(N)c(N(CCOC)C(=O)c2cc(C)oc2C)c(=O)[nH]c1=O
7. Cc1nn(CC(=O)NC2CCC(C)CC2)c(C)c1[N+](=O)[O-] (stereo not given)
8. COc1ccc2oc(=O)c(C(=O)Nc3cccc(C(=O)O)c3)cc2c1

Assay by compound | 1 | 2 | 3 | 4 | 5 | 6 | 7 | 8
PI4K2A inh | -3 | 5 | -3 | -3 | -2 | -1 | -10 | 1
GLS inh | -21% | -10% | 0% | -4% | u | 0% | 1% | -3%
JMJD2A Tudor inh | 9% | -6% | -23% | -27% | u | -6% | -1% | -20%
PGK inhibitor | -9% | -3% | i | -10% | -1% | -4% | 3% | 4%
Pin1 inhibitor | 4% | 0% | -1% | u | -4% | -2% | -8% | -1%
HP1b binding inh | 44%[activator] | 38% | 59%[activator] | 3% | 28% | 20% | 47%[activator] | -4%
Pol eta inh | -19% | -17% | -24% | u | 7% | -19% | 4% | -30%
BAZ2B block | 3% | u | -1% | 23% | 56µM* | -2% | 7% | -23%
G9a inh | 24%[59 µM] | -10% | 1%[59 µM] | -31% | 2% | -22% | 3%[2.33 µM] | -28%[59 µM]

9. CCCCNC1c2ccccc2C(=O)N1Cc1ccccc1 (stereo not given)
10. CN(C)S(=O)(=O)c1cc(NC(=O)CSc2cccc[n+]2[O-])ccc1Cl
11. CCOc1ccccc1NC(=O)c1cc(S(=O)(=O)N2CCC3(CC2)OCCO3)ccc1F
12. Cc1ccc(S(=O)(=O)N2CCN(C(=O)CN3C(=O)c4ccc([N+](=O)[O-])cc4C3=O)CC2)cc1C
13. COC(=O)c1cc(C(=O)NC(C)C2CC3CCC2C3)cc([N+](=O)[O-])c1 (stereo not given)
14. CCCS(=O)(=O)N1CCCC(C(=O)Nc2ccc3c(c2)CCC3)C1 (stereo not given)
15. O=C(CN1C(=O)c2ccccc2S1(=O)=O)c1ccc2c(c1)OCCCO2
16. O=C(Nc1ccc(F)cc1)C(c1ccccc1)N1CCN(C(=O)c2ccco2)CC1 (stereo not given)

Assay by compound | 9 | 10 | 11 | 12 | 13 | 14 | 15 | 16
PI4K2A inh | -1 | -1 | 8 | -1 | -5 | 1 | -18 | -1
GLS inh | 3% | 2% | -6% | 8% | 0% | -11% | 5% | 5%
JMJD2A Tudor inh | -4% | -4% | -9% | -15% | u | -16% | -10% | u
PGK inhibitor | 4% | -3% | -8% | -3% | -8% | i | i | 7%
Pin1 inhibitor | 6% | 3% | 3% | -2% | 0% | 2% | -3% | 0%
HP1b binding inh | 18% | 24% | 22% | 21% | u | 17% | 17% | 18%
Pol eta inh | -5% | -6% | -9% | 0% | -5% | u | -19% | -5%
BAZ2B block | -4% | 3% | -3% | 6% | -29% | -11% | -13% | 9%
G9a inh | 2% | 14%[2.33 µM] | 21%[12.7 µM] | u | -44% | 4%[12.7 µM] | -14% | -5%

17. Cn1nc(C(=O)NNC(=O)c2cccc(Cl)c2)c2ccccc2c1=O
18. COc1ccccc1-c1cc(C(F)(F)F)nc(N2CCCC2)n1
19. Cc1ccc(N(C(=O)Cc2cccs2)C(C(=O)NC2CCCC2)c2ccncc2)cc1 (stereo not given)
20. Cc1ccc(NC(=O)Cn2c(-c3cncs3)nc3ccccc32)c(Br)c1
21. O=C(C1CCN(C2CC(=O)N(c3ccc(Cl)cc3)C2=O)CC1)N1CCOCC1 (stereo not given)
22. CN(C(=O)COC(=O)c1ccccc1Cc1ccccc1)C1CCS(=O)(=O)C1 (stereo not given)
23. COc1ccc(C(=O)NCCCOC(=O)c2ccc(OC)cc2)cc1
24. CN(Nc1cccc(Cl)c1)c1cccc(Cl)c1

Assay by compound | 17 | 18 | 19 | 20 | 21 | 22 | 23 | 24
PI4K2A inh | -1 | 4 | -1 | 2 | -3 | 0 | -1 | 2
GLS inh | -1% | 14% | 12% | -13% | -4% | -7% | 2% | 1%
JMJD2A Tudor inh | -18% | 168%[activator] | -6% | -35% | -8% | 0% | -15% | 84%[activator]
PGK inhibitor | -3% | 1% | 2% | -12% | 4% | -4% | -5% | -4%
Pin1 inhibitor | -5% | 0% | 1% | -2% | 0% | u | -7% | 0%
HP1b binding inh | 23% | 299%[activator] | 26% | 7% | 64%[activator] | 31% | 30% | 51%[activator][57 µM]
Pol eta inh | -10% | -13% | -7% | -22% | -3% | -21% | -18% | -8%
BAZ2B block | x | 244%[activator] | -21% | -9% | 8% | -10% | -3% | x
G9a inh | x | 7%[0.0925 µM] | 6% | -34%[59 µM] | u | 43% | 48%[activator] | x

25. CCOC(=O)N1CCC(n2c(=S)[nH]c3cc(OCC)c(OCC)cc3c2=O)CC1
26. O=C(Nc1nnc(-c2ccc3c(c2)CCCC3)o1)c1ccccc1Cl
27. COC(=O)c1ccc(COc2ccccc2/C=N/NS(=O)(=O)c2ccc(C)cc2)cc1
28. CCN1C(=O)[C@H]2[C@@H](c3ccc(C)cc3)N[C@]3(CCCN(Cc4ccc(C(F)(F)F)cc4)C3=O)[C@H]2C1=O
29. Cc1ccc(S(=O)(=O)N(Cc2cccc([N+](=O)[O-])c2)C(=O)N2CCN(C)CC2)cc1
30. O=C(CC1C[C@H](C(=O)N2CCOCC2)[C@@]2(CCC3CCCC3)c3[nH]c4ccccc4c3CCN2C1=O)NCCCn1ccnc1 (stereo not given in full)
31. Cn1c(C(=O)NCCCN2CCc3ccccc3C2)cc2c(=O)n(C)c3ccccc3c21
32. COc1ccc(C(=O)NNC(=S)NC(=O)c2cc(-c3ccccc3)nc3ccccc23)cc1

Assay by compound | 25 | 26 | 27 | 28 | 29 | 30 | 31 | 32
PI4K2A inh | -1 | -7 | -1 | 1 | 1 | -10 | 1 | 1
GLS inh | -4% | -5% | -1% | 1% | 9% | 0% | -25% | -16%
JMJD2A Tudor inh | -13% | -23% | -6% | x | -5% | u | u | u
PGK inhibitor | -7% | -6% | -7% | 4% | -6% | i | -6% | -5%
Pin1 inhibitor | -5% | -1% | -4% | x | 1% | -7% | u | 5%
HP1b binding inh | 26% | 25% | 29% | x | 28% | -15% | 1% | u
Pol eta inh | -21% | -3% | -4% | -1% | -7% | u | -23% | -21%
BAZ2B block | -3% | 7% | -6% | x | 7% | x | -12% | u
G9a inh | 24%[12.7 µM] | 23% | u | x | 7%[2.33 µM] | x | u | u

Ordered by the number under GLS inh (highest first): six of the compounds above
29. Cc1ccc(S(=O)(=O)N(Cc2cccc([N+](=O)[O-])c2)C(=O)N2CCN(C)CC2)cc1
28. CCN1C(=O)[C@H]2[C@@H](c3ccc(C)cc3)N[C@]3(CCCN(Cc4ccc(C(F)(F)F)cc4)C3=O)[C@H]2C1=O
27. COC(=O)c1ccc(COc2ccccc2/C=N/NS(=O)(=O)c2ccc(C)cc2)cc1
26. O=C(Nc1nnc(-c2ccc3c(c2)CCCC3)o1)c1ccccc1Cl
32. COc1ccc(C(=O)NNC(=S)NC(=O)c2cc(-c3ccccc3)nc3ccccc23)cc1
31. Cn1c(C(=O)NCCCN2CCc3ccccc3C2)cc2c(=O)n(C)c3ccccc3c21

Assay by compound | 29 | 28 | 27 | 26 | 32 | 31
PI4K2A inh | 1 | 1 | -1 | -7 | 1 | 1
GLS inh | 9% | 1% | -1% | -5% | -16% | -25%
JMJD2A Tudor inh | -5% | x | -6% | -23% | u | u
PGK inhibitor | -6% | 4% | -7% | -6% | -5% | -6%
Pin1 inhibitor | 1% | x | -4% | -1% | 5% | u
HP1b binding inh | 28% | x | 29% | 25% | u | 1%
Pol eta inh | -7% | -1% | -4% | -3% | -21% | -23%
BAZ2B block | 7% | x | -6% | 7% | u | -12%
G9a inh | 7%[2.33 µM] | x | u | 23% | u | u

New compounds follow.
33. CC(OC(=O)c1cc(Br)ccc1O)C(=O)NCc1ccc2c(c1)OCO2 (stereo not given)
34. O=C(NCc1ccccn1)C1CCN(S(=O)(=O)c2cc(Cl)ccc2Cl)CC1
35. COC(=O)N(NC(=O)C(O)(c1ccccc1)c1ccccc1)c1ccc(C)cc1
36. COc1ccccc1NC(=O)COc1cccc2c1CCNC2=O
37. O=C(NC1CCCC1)c1ccc(CS(=O)Cc2ccc(Cl)cc2)o1 (stereo not given)
38. O=C(NC1CC2CCC(C1)N2Cc1ccccc1)c1ccccc1Cl (stereo not given)

Assay by compound | 33 | 34 | 35 | 36 | 37 | 38
PI4K2A inh | 0 | -1 | -3 | 3 | 0 | 5
GLS inh | -4% | -12% | 5% | 8% | -2% | 7%
JMJD2A Tudor inh | 4% | -12% | -2% | 9% | -9% | -9%
PGK inhibitor | i | -8% | 5% | -3% | 3% | -6%
Pin1 inhibitor | -1% | 1% | 3% | -12% | -1% | -2%
HP1b binding inh | 32% | 31% | 39%[activator] | 20% | 45%[activator] | 3%
Pol eta inh | -11% | -13% | -10% | -11% | -14% | 8%
BAZ2B block | 9% | -9% | -9% | -3% | -2% | 4%
G9a inh | -44% | 120%[activator][59 µM] | -1%[59 µM] | -1% | -1% | 11%
